TcdB inh = TcdB glycohydrolase inhibition | actives 0.24% (n = 350,000) | TcdB glycohydrolase enzymatic assay, plate reader | AID 652162 | inhibition, % at 9.99 µM; in the data active means inhibition above about 10%
BoNT-A LC inh2 = blocks Botulinum neurotoxin A light chain protease; AID 588499; multiplex microsphere protease substrate cleavage, flow cytometry; inhibition, % at 10 µM; actives 0.17% (n = 360,000); further: plate controls were buffer without enzyme for full effect and enzyme alone for no effect
SARS 3CLpro inh = SARS-CoV 3CLpro protease inhibition | recombinant SARS-CoV 3CLpro, quenched FRET peptide cleavage | inhibition, % at 6 µM | actives 0.14% (n = 290,000); in the data active means inhibition above about 12%
PrPC surface inh = inhibitors of human cell surface prion protein PrPC. actives 0.43% (n = 370,000). TR-FRET read-out. inhibition, % at 13.8 µM. AID 720596; in the data active means inhibition above about 24%; further: 0% = median of the test wells and 100% = reference compound wells
Yp Topo-I inh = blocks Yersinia pestis topoisomerase I activity; Y. pestis Topo-I cleavage product accumulation, plate reader; activity, % at 10 µM; actives 0.064% (n = 360,000); in the data active means activity above about 50%, passing the limit was not always enough; further: inactives centre near 2
PriA SSB inh = inhibitors of Klebsiella pneumoniae PriA binding to SSB C-terminal tail | AlphaScreen SSBct-PriA binding, biotinylated peptide | actives 0.6% (n = 430,000) | inhibition, % at 33 µM | AID 1272365; in the data active means inhibition mostly above about 37%, no sharp cut-off; inactive means mostly below about 20%;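 further: plate controls were negative control peptide for no effect and reference peptide for full effect; strong numbers were not always called active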
BH1578 lux ind = induces V. cholerae light production without autoinducers; actives 0.16% (n = 350,000); AID 588436; activation, % at 18.7 µM; V. cholerae BH1578 lux reporter, luminescence, 6 h; in the data active means activation mostly above about 9.7%, no sharp cut-off; further: not every result past the cut was called active; inactives centre near 0; reference of the scale not given here
Anthrax LF prot = inhibitors of Bacillus anthracis lethal factor protease | multiplex microsphere protease cleavage assay, LF | inhibition, % at 10 µM | actives 0.12% (n = 360,000); further: plate controls were buffer without enzyme for full effect and enzyme alone for no effect
PfHsp40 rescue = compounds rescuing yeast from Plasmodium falciparum HSP40 toxicity | actives 0.68% (n = 340,000) | S. cerevisiae expressing PfHsp40, growth rescue, ATP luminescence | growth rescue, % at 12.5 µM | AID 504582; in the data active means growth rescue above about 28%, passing the limit was not always enough;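 further: yeast W303a lacking pdr1 and pdr3 grown in galactose medium; growth measured after three days at 30 °C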
The depositor's hits bear a star; i = inactive; · = no result given; & = joins results of further samples. Unless noted, no stated cut-off is given here; in the data, active means inhibition above about 30%; inconclusive means no clear call, values can overlap the other calls; inactive means below that. An excerpt (hit frequency here may not be typical).

SMILES	TcdB inh	BoNT-A LC inh2	SARS 3CLpro inh	PrPC surface inh	Yp Topo-I inh	PriA SSB inh	BH1578 lux ind	Anthrax LF prot	PfHsp40 rescue
CC1=CCC2COC(c3ccc[n+](Cc4ccccc4)c3)C1C2 (stereo unspecified)	-1.4	2.7	2	10	3	9	-0.6	-2	0.5
Cc1nn(C)c(N)c1[N+](=O)[O-]	-12	-0.7	3	6	-2	-6	-0.7	6	1.1
c1ccc(OCc2nc3ccccc3[nH]2)cc1	·	0.4	2	0	12	-5&-19	-5.3	-5	-0.1
CC(C)C[C@H](NC(=O)c1nc[nH]c1C(=O)NC(c1ccccc1)c1ccccc1)C(=O)OCc1ccccc1	1.0	-0.4	1	13	21	2	-0.6	5	-1.6
CN(CC(=O)Nc1ccc(Cl)c(S(=O)(=O)N2CCOCC2)c1)C(=O)c1ccc(C#N)cc1	-1.1	-0.1	·	9	0	6	-0.8	2	-2.1
COc1ccc(OC)c(S(=O)(=O)n2cnc3ccccc32)c1	1.1	-0.4	-4	-1	8	1	-0.3	10	-2.4
Cc1cccc(NC(=S)NC2CCSc3ccccc32)c1 (stereo unspecified)	2.9	0.6	5	10	15	-18	1.6	-3	-0.2
Nn1c(SCc2cccc(Br)c2)nnc1-c1ccncc1	0.7	2.7	2	9	-6	-2	i	9	0.6
COc1cccc(CN2CCN(c3ncccn3)CC2)c1OC	-1.8	-2.1	-6	7	6	4	i	13	0.7
Cc1cc2cc(C)c3nnc(SCC(=O)NCc4ccco4)n3c2cc1C	·	-1.9	-7	-4	19	-10	-1.8	-6	0.3
COc1cccc2c1N=C1CCCC3CN(C(C)=O)CCC123 (stereo unspecified)	-0.5	-0.1	·	-2	2	-2	-8.3	0	-0.5
COc1ccccc1NC(=O)COc1coc(CN2CCN(c3ccccc3)CC2)cc1=O	4.3	2.5	·	13	17	28	-1.4	5	0.0
O=c1[nH]c(CN2CCN(c3ccc([N+](=O)[O-])cc3)CC2)nc2ccsc12	·	0.1	0	-37	9	1	i	-2	-0.4
CCN=c1scc(-c2ccc(F)cc2)n1/N=C/c1ccccn1	1.7	-1.3	6	8	27	·	-1.6	4	0.6
CC(C)[C@H](NS(=O)(=O)c1ccccc1)C(=O)OCC(=O)Nc1ccc2c(c1)OCO2	·	-0.6	-2	9	0	-10	-0.2	1	0.4
Cc1cccc(-n2cc(C#N)c(=O)[nH]c2=O)n1	-0.4	-1.9	0	-5	-1	-11	-0.4	-3	-0.5
COc1ccc(C(=O)N/C(=C\c2cccc3ccccc23)C(=O)N2CCN(C)CC2)cc1OC	0.4	0.7	0	-6	11	0	-0.3	0	0.9
CC(C)NC(=O)Nc1cccc2c1O[C@H](CN(C)C(=O)NC(C)C)[C@@H](C)CN([C@H](C)CO)C2=O	0.2&-0.4	-0.2	·	2	-12	-7	-6.7	-5	1.0
Cc1[nH]nc(Nc2ccc(C(C)C)cc2)c1[N+](=O)[O-]	-2.4	0.1	1	-6	-3	11	-0.5	-9	-0.3
Cc1ccc(-c2csc(NC(=O)CN3CCOCC3)n2)cc1	3.2	-1.4	4	2	5	-3	-7.3	0	-0.4
O=C1C2CC=CCC2C(=O)N1CC(=O)N(Cc1ccccc1)C1CCS(=O)(=O)C1 (stereo unspecified)	·	1.4	1	0	-8	-1	-2.0	-4	-0.2
CC(C)CCN1CCC[C@]2(N[C@H](c3ccc(C(F)(F)F)cc3)[C@@H]3C(=O)N(Cc4ccccc4)C(=O)[C@@H]32)C1=O	0.7	-0.5	·	-5	-6	·	-0.4	-7	·
O=C(Nc1cccc2ccccc12)c1cnccn1	·	1.5	-1	-4	0	-7	1.1	-9	0.5
Cc1nc2c(-c3ccc(F)cc3)cnn2c2c1CCC2	1.2	-0.5	-4	-3	14	-20	-0.2	1	2.0
Cc1sc(=NC(=O)c2ccco2)n(C)c1-c1ccccc1	·	0.3	3	9	25	-11	-1.7	0	3.1

Further compounds follow.
SMILES	TcdB inh	BoNT-A LC inh2	SARS 3CLpro inh	PrPC surface inh	Yp Topo-I inh	PriA SSB inh	BH1578 lux ind	Anthrax LF prot	PfHsp40 rescue
COc1ccc(N2CCN(C(=S)Nc3cccc(C)c3)CC2)cc1	0.1	0.1	-6	-5	2	-4	1.5	2	0.6
Cc1nnc(-c2cnn(C)c2N)n1Cc1cccc(Cl)c1	·	0.6	-2	-1	12	-13	-7.1	0	-1.0
O=C(COC(=O)c1cccc(Br)c1)NCCc1ccccc1	-0.2	-0.3	-7	0	5	-15	i	0	0.0
O=[N+]([O-])c1ccc(NN=Cc2ccc3c(c2)OCO3)nc1	0.5	-0.8	·	-6	-5	2	-1.0	-10	1.2
CCOC(=O)/C(C#N)=c1/s/c(=C2\C=Cc3ccccc3N2CC)c(=O)n1CC	·	0.4	-1	0	-3	·	0.9	-1	0.8
Cn1c(=O)c2c(ncn2CCC(=O)N/N=C/c2cccnc2)n(C)c1=O	2.2	-1.6	0	-2	0	i	-0.6	8	-0.5
COc1ccc(CC(=O)OCC(=O)N2CCCC(C)C2)cc1 (stereo unspecified)	0.7	-2.0	2	0	4	-13	-0.1	-1	-0.6
Cc1ccc(NS(=O)(=O)c2ccc(C(=O)NCc3ccc(S(N)(=O)=O)cc3)cc2)cc1	1.8	0.1	·	7	-13	-2	i	2	0.6
COc1ccc(C(=O)N2CCCN(C)CC2)cc1S(=O)(=O)N1CCCc2ccccc21	·	-0.1	-3	-4	0	-10	6.7	3	0.1
C(=N\Nc1nnnn1-c1ccccc1)/c1ccncc1	·	0.4	3	-3	-9	·	-0.8	0	-0.2
O=C(CSc1nnc(-c2ccccn2)n1Cc1ccco1)Nc1ccc2c(c1)OCO2	·	-1.0	-2	8	25	-9	-3.0	-3	-0.1
COc1ccc(C/C(N)=N/OC(=O)c2cccc([N+](=O)[O-])c2)cc1	-1.3	-0.3	3	-13	-2	i	-0.6	-4	-1.0
N#Cc1ccccc1Oc1ccc(S(=O)(=O)N2CCCCC2)cn1	-3.3	1.0	·	7	-5	-6	i	3	-0.1
Cc1ccc(C)c(S(=O)(=O)Nc2ccc3[nH]c(=O)[nH]c3c2)c1	-0.7	3.4	-5	8	2	12	-0.3	-2	1.8
COc1ccc(CCNC(=O)CSc2nc(C)nc3c2c(=O)n(C)c(=O)n3C)cc1OC	0.3	-0.3	·	-5	1	-2	-0.4	-2	-0.5
COc1ccc(NC(=O)[C@@H]2CCCN2S(=O)(=O)c2ccc(Cl)cc2)cc1	0.2	-0.6	·	-2	6	-6	i	-2	-0.4
O=c1c2c(n3cnnc3n1-c1ccccc1)-c1ccccc1CC21CCCCC1	·	0.0	-1	2	28	-14	-17	2	-0.6
CCCOc1ccc(N2C(=O)CC(SC(=N)N3N=C(c4ccccc4)CC3c3ccccc3)C2=O)cc1 (stereo unspecified)	-1.9	-0.7	0	-7	8	-10	3.1	-4	0.6
C=CC(c1ccccc1)C(C(=O)c1ccccc1)N(C)C (stereo unspecified)	0.9	-1.7	1	8	4	-49	-0.3	-5	-0.8
CCc1cc2c(=O)c(-c3nc4ccccc4n3C)coc2c(CN2CCC(C)CC2)c1O	0.0	-5.1	-6	2	-1	2	-0.4	1	0.1
Cc1ccsc1C1NC(=O)c2c(sc3c2CCN(C)C3)N1 (stereo unspecified)	0.7	5.8	-1	-15	-2	1	i	-90	1.0
Cc1cc(C(=O)OCC(=O)NC(C)c2ccc(F)cc2)c(C)o1 (stereo unspecified)	0.6	0.6	·	6	0	7	-0.3	-2	2.0
O=S(=O)(NC1=NCCCCC1)c1ccc(F)cc1	0.9	-0.3	1	2	11	-4	-2.3	1	0.6
CC(C)C[C@H](NC(=O)c1[nH]cnc1C(=O)N[C@@H](C)C(=O)OC(C)(C)C)C(=O)OC(C)(C)C	-1.4	-0.7	·	8	-4	-26	-0.4	-3	20
CSc1ccccc1NC(=O)Cc1ccc(Br)cc1	·	-0.5	9	9	4	-12	-0.2	-2	1.3

The listing continues.
SMILES	TcdB inh	BoNT-A LC inh2	SARS 3CLpro inh	PrPC surface inh	Yp Topo-I inh	PriA SSB inh	BH1578 lux ind	Anthrax LF prot	PfHsp40 rescue
Oc1c(Cl)cc(Cl)cc1/C=N/Nc1ncc(Br)cn1	5.7	0.4	-2	1	7	·	0.0	0	9.5
Nc1c(C(=O)OCc2ccccc2)c2nc3ccccc3nc2n1Cc1cccs1	·	0.9	6	6	0	-46	-0.7	0	-0.3
CC1(CCc2ccc3c(c2)OCO3)NC(=O)c2ccccc2N1 (stereo unspecified)	·	0.6	-5	3	8	-26	i	6	-0.9
C=CCNC(=O)Nc1ccc(Br)cc1Cl	-0.9	0.3	2	9	1	-16	-0.2	-3	0.3
CCCNC(=S)Nc1ccc(Cl)cc1C	·	0.2	4	-5	-1	0	-0.2	0	-1.3
CC(C)C[C@@H](CO)NS(=O)(=O)c1c(F)cccc1F	0.6	0.3	·	-1	-1	-2	-0.4	-5	0.7
O=C1NC2=C(C(=O)CCC2)C(c2ccccc2[N+](=O)[O-])N1 (stereo unspecified)	1.4	-0.1	-4	-7	-1	-8	-0.1	-7	0.4
Cc1nn(Cc2ccc([N+](=O)[O-])cc2)c(=O)n1-c1c(F)cccc1F	·	0.2	1	-11	-5	2	-0.7	-13	-1.8
O=C(Nc1ccc2c(c1)OCCO2)C1c2ccccc2OCC(=O)N1Cc1cccnc1 (stereo unspecified)	-0.1	0.0	·	-3	·	·	·	3	·
COc1ccc(CN2CCN(Cc3ccc(C(F)(F)F)cc3)CC2)cc1	2.6	-0.7	-4	-4	18	-16	1.0	2	0.3
O=S(=O)(NCCc1ccccn1)c1ccc(-c2ccccn2)s1	1.9	-0.6	4	-3	6	-7	i	-4	-1.4
Cc1ccc[n+](C(C)C(=O)c2ccc(-c3ccccc3)cc2)c1 (stereo unspecified)	3.6	-0.2	4	-2	-3	-7	-0.3	0	1.9
CC(C)(C)OC(=O)N1CCC[C@H]1c1nnc(SCc2ccccc2F)o1	·	0.1	2	-5	27	-6	-0.6	-2	6.8
O=C(O)CSc1ncnc2scc(-c3ccccc3)c12	-0.3	-0.8	1	48*	0	-2	-0.4	4	-0.2
CCc1ccc(CSc2nccn2-c2ccccc2)cc1	·	-0.6	0	2	29	63*	-0.7	-1	-0.4

Copied from the entries so far (10 entries):
SMILES	TcdB inh	BoNT-A LC inh2	SARS 3CLpro inh	PrPC surface inh	Yp Topo-I inh	PriA SSB inh	BH1578 lux ind	Anthrax LF prot	PfHsp40 rescue
CCN=c1scc(-c2ccc(F)cc2)n1/N=C/c1ccccn1	1.7	-1.3	6	8	27	·	-1.6	4	0.6
CC(C)[C@H](NS(=O)(=O)c1ccccc1)C(=O)OCC(=O)Nc1ccc2c(c1)OCO2	·	-0.6	-2	9	0	-10	-0.2	1	0.4
Cc1cccc(-n2cc(C#N)c(=O)[nH]c2=O)n1	-0.4	-1.9	0	-5	-1	-11	-0.4	-3	-0.5
COc1ccc(C(=O)N/C(=C\c2cccc3ccccc23)C(=O)N2CCN(C)CC2)cc1OC	0.4	0.7	0	-6	11	0	-0.3	0	0.9
CC(C)NC(=O)Nc1cccc2c1O[C@H](CN(C)C(=O)NC(C)C)[C@@H](C)CN([C@H](C)CO)C2=O	0.2&-0.4	-0.2	·	2	-12	-7	-6.7	-5	1.0
Cc1[nH]nc(Nc2ccc(C(C)C)cc2)c1[N+](=O)[O-]	-2.4	0.1	1	-6	-3	11	-0.5	-9	-0.3
Cc1ccc(-c2csc(NC(=O)CN3CCOCC3)n2)cc1	3.2	-1.4	4	2	5	-3	-7.3	0	-0.4
O=C1C2CC=CCC2C(=O)N1CC(=O)N(Cc1ccccc1)C1CCS(=O)(=O)C1 (stereo unspecified)	·	1.4	1	0	-8	-1	-2.0	-4	-0.2
CC(C)CCN1CCC[C@]2(N[C@H](c3ccc(C(F)(F)F)cc3)[C@@H]3C(=O)N(Cc4ccccc4)C(=O)[C@@H]32)C1=O	0.7	-0.5	·	-5	-6	·	-0.4	-7	·
O=C(Nc1cccc2ccccc12)c1cnccn1	·	1.5	-1	-4	0	-7	1.1	-9	0.5
